Mcl1 Noxa PPI: Mcl-1/Noxa binding inhibitors, primary screen, biochemical, TR-FRET, 1536-well | TR-FRET Mcl-1/Noxa peptide binding, 2 h | inhibition, % at 21.7 µM | hit rate 1.5% among 220,000 | AID 1022, 2008;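 active = compounds that cut the protein-peptide binding signal by more than 50% relative to plate controls in a single-dose test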;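 note: His-tagged Mcl-1 with rhodamine Noxa BH3 peptide and terbium anti-His antibody; 0% = Mcl-1 plus Noxa peptide wells and 100% = peptide-only wells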
Target sequence (Q07820 whole entry, looked up): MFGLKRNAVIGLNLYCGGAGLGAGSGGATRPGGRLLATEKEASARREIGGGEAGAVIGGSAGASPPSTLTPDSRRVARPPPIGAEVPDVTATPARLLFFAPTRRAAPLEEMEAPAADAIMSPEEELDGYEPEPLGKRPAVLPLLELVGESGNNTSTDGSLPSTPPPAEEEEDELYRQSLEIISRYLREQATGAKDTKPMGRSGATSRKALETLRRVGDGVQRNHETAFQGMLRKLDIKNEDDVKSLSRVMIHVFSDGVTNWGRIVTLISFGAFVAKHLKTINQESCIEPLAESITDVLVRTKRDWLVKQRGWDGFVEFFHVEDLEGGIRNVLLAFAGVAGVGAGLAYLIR
Pf gamet viab: late stage P. falciparum gametocyte viability inhibitors, primary screen, ATP luminescence, HTS | hit rate 0.065% among 150,000 | P. falciparum stage V gametocytes, 24 h | inhibition, % at 10.9 µM;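 active = inhibition above the mean plus 3 SD of compounds within the control limits, set per campaign, cut at about 38% in these data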;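 note: 0% = DMSO wells and 100% = medium only without gametocytes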
Mcl-1 Bim block: inhibitors of Bim peptide binding to Mcl-1, primary screen, biochemical, bead-based flow cytometry, multiplex; Bim peptide-Mcl-1 binding; inhibition, % at 10 µM; hit rate 0.1% among 190,000; in the data active = inhibition above about 40%;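 note: 0% = no compound tracer wells and 100% = peptide blocker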
Rab7 wt modul: modulators of GTP binding to Rab7, primary screen, biochemical, wildtype, multiplex bead flow cytometry; GTP binding activity (percent of control), % at 10 µM; Rab7 GTPase wild type (dog), Bodipy-FL-GTP binding; GST-Rab7 beads, fluorescent GTP binding; actives lie on both sides; untreated = 100%, excess cold GTP = 0%; hit rate 0.055% among 190,000;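 active = fluorescent GTP binding to Rab7 beads changed by at least 20 points from the 100% baseline, either direction, mostly lower; inconclusive = compound itself probably fluorescent, or too few beads counted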;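 note: median green fluorescence of bound Bodipy-FL-GTP per Rab7 bead population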
Rac1 mut GTP: GTP binding modulators of activated mutant Rac1, primary screen, biochemical, bead-based flow cytometry, multiplex, fluorescent GTP; Ras-related C3 botulinum toxin substrate 1 (Homo sapiens), P63000; GST-Rac1 activated beads; actives lie on both sides; 100% means binding = to untreated wells; percent activity (GTP binding), % at 10 µM; hit rate 0.11% among 190,000; AID 764, 2007;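 active = GTP binding at least 20 percentage points away from the 100% baseline, in either direction, so actives lie on both sides; inconclusive = Compound likely fluorescent itself, or too few beads counted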
Mcl1 Bid PPI: Mcl-1/Bid binding inhibitors, primary screen, biochemical, TR-FRET, 1536-well; hit rate 0.97% among 220,000; inhibition, % at 21.7 µM; TR-FRET Mcl-1/Bid-Dy647 peptide binding;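 active = compounds that cut the binding signal by more than half at the single screening dose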;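 note: His-tagged Mcl-1 with europium anti-His antibody binding Bid BH3 peptide; 0% = Mcl-1 plus peptide wells and 100% = peptide-only wells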
Cdc42 wt GTP: modulators of GTP binding to wildtype Cdc42, primary screen, biochemical, multiplex bead flow cytometry, Bodipy-GTP. GST-Cdc42 beads; actives lie on both sides. percent activity (GTP binding), % at 10 µM. hit rate 0.2% among 190,000. AID 761, 2007;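 active = percent activity GTP binding at least 20 points away from the 100% baseline, either down as inhibitor or up as activator; inconclusive = compound flagged as likely green fluorescent from well-wide comparison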;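 note: median bead fluorescence of bound Bodipy-FL-GTP at 100 nM; 0% = excess unlabeled GTP control and 100% = no compound control; below 100% means less GTP binding so inhibitor and above means activator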
Target sequence (P60953 whole entry, looked up): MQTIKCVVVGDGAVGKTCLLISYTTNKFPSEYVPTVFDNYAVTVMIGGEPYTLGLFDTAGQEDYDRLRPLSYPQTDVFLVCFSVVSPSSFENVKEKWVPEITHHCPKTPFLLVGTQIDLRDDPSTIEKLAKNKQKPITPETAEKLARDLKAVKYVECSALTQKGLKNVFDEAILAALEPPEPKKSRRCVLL
HRas wt GTP bind: modulators of GTP binding to HRas wildtype, primary screen, biochemical, bead-based flow cytometry, multiplex | GTP binding activity, % at 10 µM | GTPase HRas (Homo sapiens), P01112 | GST-Ras wt beads, Bodipy-FL-GTP binding; actives lie on both sides | hit rate 0.14% among 190,000;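 active = GTP binding activity at least 20% away from the 100% baseline, either lowered as inhibitor or raised as activator; inconclusive = flagged as likely green fluorescent, judged across all proteins in the well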;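 note: 0% = unlabeled GTP competition control and 100% = no-compound control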
Target sequence (P01112 whole entry, looked up): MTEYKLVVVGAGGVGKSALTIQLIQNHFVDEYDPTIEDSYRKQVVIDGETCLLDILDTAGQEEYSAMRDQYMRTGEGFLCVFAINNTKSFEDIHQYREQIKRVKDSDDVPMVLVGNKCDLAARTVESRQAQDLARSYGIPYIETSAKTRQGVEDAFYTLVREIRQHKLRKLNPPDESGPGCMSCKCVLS
Avidin fluor: green autofluorescence of compounds with avidin beads – biophysical, 488/530 nm, flow cytometry, artefact control, profiling panel; hit rate 0.38% among 220,000; compound fluorescence 488/530 nm; hits give high values; fluorescence (KMESF) at 10 µM; in the data active = fluorescence above about 47; note: inactives centre near 10
Rab2A wt mod: modulators of GTP binding to Rab2A wildtype, primary screen, biochemical, dog, bead-based flow cytometry, multiplex | AID 760, 2007 | Ras-related protein Rab-2A (Canis lupus familiaris), P61105 | GTP binding activity, % at 10 µM | hit rate 0.19% among 190,000 | GST-Rab2 wt beads, Bodipy-GTP binding;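 active = GTP binding activity at least 20 points away from 100%, either lowered or raised; inconclusive = signal likely due to the compound's own green fluorescence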;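 note: 0% = beads with excess unlabeled GTP and 100% = no-compound control corrected for plate trend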
Rac1 wt GTP bind: wildtype Rac1 GTP binding modulators, primary screen, biochemical, GST-Rac1 beads, flow cytometry, multiplex; fluorescent GTP binding; actives lie on both sides; 0 = cold GTP competed, 100 = untreated; GTP binding activity (% of control), % at 10 µM; hit rate 0.27% among 190,000; AID 757, 2007;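 active = GTP binding activity at least 20 points away from the 100% control level, either lower or higher; inconclusive = compound flagged as likely green fluorescent, judged across all proteins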
Starred values were filed as active, the others as inactive; ? = inconclusive; . = no result given.

Value order – Avidin fluor	Cdc42 wt GTP	Mcl1 Noxa PPI	Rab7 wt modul	Rab2A wt mod	Rac1 wt GTP bind	HRas wt GTP bind	Rac1 mut GTP	Mcl1 Bid PPI	Mcl-1 Bim block	Pf gamet viab
COc1cccc(NC(=O)Cn2c(CCC(=O)O)ccc2-c2ccc(C)cc2)c1
→ 10	96.0	47.6	93.0	95.0	94.0	94.0	94.0	-21.0	-2.0	.
N#C/C(=C/c1cc[nH]c1)C(N)=S
→ 11	91.0	32.2	92.0	92.0	101.0	94.0	93.0	-43.8	1.0	13.9
CCn1c(SCC(=O)N/N=C/c2ccc(O)c(OC)c2)nc2ccccc21
→ 17	97.0	24.0	98.0	91.0	89.0	91.0	93.0	-21.5	0.0	5.6
Cc1ccc(NC(=O)COc2nc(C)cs2)cc1
→ 4	98.0	-22.1	99.0	97.0	98.0	98.0	96.0	2.8	-1.0	.
COC(=O)C1=C(C)NC(=O)CC1c1ccccc1OC (centres undefined)
→ 4	99.0	-5.1	102.0	99.0	99.0	98.0	99.0	-2.5	-1.0	-5.9
Cc1ccccc1-n1nc2c(c1NC(=O)c1c(-c3ccccc3Cl)noc1C)CS(=O)(=O)C2
→ 11	98.0	11.6	103.0	98.0	106.0	100.0	96.0	-17.9	-5.0	5.7
CCOC(=O)CSc1nc2ccc(N3CCOCC3)cc2c(=O)n1Cc1ccccc1
→ 4	100.0	0.6	100.0	99.0	97.0	100.0	98.0	4.2	-3.0	-37.1
CCOC(=O)c1ccc(NS(=O)(=O)c2cc(C)ccc2OC)cc1
→ 7	101.0	6.0	100.0	97.0	109.0	101.0	98.0	-10.0	0.0	23.7
O=C(NNc1cccc(Cl)n1)c1ccc(Cl)cc1Cl
→ 16	106.0	-0.6	107.0	107.0	104.0	107.0	101.0	-15.1	-3.0	-14.4
Cc1ccc(S(=O)(=O)N2CCN(C(=O)c3ccccc3)CC2)cc1
→ 13	99.0	0.6	93.0	95.0	100.0	98.0	98.0	-9.6	-1.0	-0.4
CCc1cccc2c1NC(=O)[C@]21[C@@H]2C(=O)N(Cc3ccccc3)C(=O)[C@@H]2[C@@H]2CCCN21
→ 6	97.0	4.6	97.0	97.0	99.0	98.0	96.0	-18.1	-1.0	.
CC(NC(=O)CNC(=O)C(Cc1ccccc1)NC(=O)OCc1ccccc1)C(N)=O (centres undefined)
→ 8	98.0	-13.4	100.0	99.0	96.0	97.0	95.0	0.5	1.0	.
O=C(NCCOC(=O)c1cccs1)c1cccnc1
→ 25	103.0	4.7	98.0	103.0	104.0	101.0	101.0	-3.2	-4.0	.
CCOC(=O)CSc1nnc(NC(=O)c2cc([N+](=O)[O-])cc([N+](=O)[O-])c2)s1
→ 7	87.0	16.8	93.0	88.0	91.0	91.0	86.0	-23.9	-2.0	.
O=C(CCCn1c(=S)[nH]c2cc3c(cc2c1=O)OCO3)N1CCc2ccccc2C1
→ 7	98.0	15.4	100.0	97.0	100.0	100.0	94.0	-46.3	0.0	-3.1
NNC(=O)/C(=C\c1cccs1)NC(=O)c1ccccc1
→ 5	102.0	-1.6	102.0	100.0	105.0	103.0	98.0	1.5	-4.0	-0.7
Cc1cccc(NC(=O)Cn2nc([N+](=O)[O-])c(Br)c2C)n1
→ 9	97.0	7.7	107.0	98.0	94.0	97.0	93.0	-7.8	0.0	-26.2
Cc1cc(F)ccc1NCC(=O)Nc1ccccc1Br
→ 23	102.0	1.6	102.0	101.0	104.0	100.0	97.0	-42.7	-6.0	-36.5
C=CCn1c(-c2cccnc2Cl)nc2ccccc21
→ 11	99.0	2.1	98.0	100.0	102.0	98.0	100.0	-10.4	-1.0	7.1
CC1=NN(S(=O)(=O)c2ccc(F)cc2)C(=O)c2ccccc2O1
→ 9	106.0	10.4	103.0	107.0	103.0	105.0	101.0	-10.5	-2.0	.
CCCCNCCOc1ccccc1-c1ccccc1
→ 14	103.0	16.6	101.0	99.0	109.0	102.0	101.0	28.8	-4.0	4.5
O=c1c(-c2ccco2)[n+]([O-])c2ccccc2n1OCc1ccccn1
→ 11	101.0	22.5	98.0	98.0	100.0	99.0	99.0	2.1	-3.0	.
CC1(C)CC(=O)C([N+](=O)[O-])=C(NCCCC(=O)O)C1
→ 12	103.0	-6.0	102.0	103.0	108.0	104.0	101.0	-3.1	-3.0	.
CC(C)Cn1c(SCC(=O)NCc2ccco2)nnc1-c1ccncc1
→ 10	99.0	8.7	95.0	91.0	98.0	93.0	93.0	-17.3	0.0	.
O=C(CSc1ccncc1)Nc1ccc2ccccc2c1
→ 24	90.0	17.3	98.0	93.0	95.0	95.0	95.0	-22.5	-4.0	-17.9
O=C(Nc1nc(-c2ccccc2)c(C(=O)c2ccccc2)s1)c1ccc(S(=O)(=O)N2CCCC2)cc1
→ 172*	103.0	-355.9	111.0	112.0	111.0	110.0	109.0	-142.7	.	15.4
CCN1CCc2c(OCC(=O)Nc3ccc4c(c3)OCCO4)cccc2C1=O
→ 12	96.0	12.7	92.0	95.0	99.0	96.0	95.0	3.9	-3.0	.
O=C(Nc1nc2ccccc2[nH]1)c1cccc([N+](=O)[O-])c1
→ 7	98.0	16.8	96.0	97.0	96.0	96.0	93.0	-31.1	1.0	-26.8
CC(C)OCCCNC(=O)CN1CCN(Cc2ccccc2Cl)C1=O
→ 5	103.0	15.1	93.0	97.0	107.0	99.0	97.0	-0.5	0.0	-3.2
CC(=O)N1CCN(c2ccccc2NC(=O)c2ccc(C#N)cc2F)CC1
→ 8	95.0	16.8	96.0	97.0	92.0	94.0	94.0	-31.0	0.0	11.6
COc1ccc(CNC(=O)CSc2nc3[nH]ncc3c(=O)n2-c2ccccc2Br)cc1
→ 11	101.0	10.0	101.0	100.0	102.0	100.0	100.0	-8.2	-3.0	.
Cn1c(-c2cccc([N+](=O)[O-])c2)cnc1NCc1cccc([N+](=O)[O-])c1
→ 9	98.0	16.8	98.0	96.0	103.0	97.0	96.0	-40.6	-1.0	-32.9
CC(C)CC(=O)NCCNC(=O)c1cc(OCC(F)(F)F)ccc1OCC(F)(F)F
→ 23	105.0	-8.1	100.0	100.0	107.0	101.0	103.0	1.7	1.0	.
CCC(=O)N1CCCc2cc(S(=O)(=O)N3CCN(c4ncccn4)CC3)ccc21
→ 8	101.0	9.0	97.0	97.0	105.0	99.0	97.0	1.7	7.0	.
COc1cccc(CN2CCCCC2C(=O)O)c1 (centres undefined)
→ 10	94.0	7.3	104.0	96.0	95.0	95.0	95.0	-12.3	-1.0	14.9
COC(=O)c1cc2sc(Cl)cc2n1Cc1nc(-c2cccc(C)c2)oc1C
→ 3	98.0	-2.6	96.0	99.0	101.0	97.0	98.0	-15.8	0.0	.
COc1ccc(C2Nc3ccccc3C(=O)N2Cc2ccccc2)cc1CSc1ccccn1 (centres undefined)
→ 34	94.0	-59.5	91.0	92.0	93.0	94.0	93.0	-2.1	-2.0	9.7
N#C/C(=C\c1c(N2CCCCCC2)nc2ccccn2c1=O)C(=O)NC1CCS(=O)(=O)C1 (centres undefined)
→ 4	100.0	7.0	99.0	102.0	106.0	103.0	99.0	-25.4	-1.0	-27.9
Cc1ccc(C)c2[nH]c(=O)c(CCNS(=O)(=O)c3ccccc3)cc12
→ 6	101.0	23.3	104.0	101.0	104.0	100.0	97.0	2.6	0.0	.
Cc1ccc(NC(=O)CCn2nnc3ccccc32)c(C)c1
→ 8	100.0	-0.9	101.0	98.0	100.0	99.0	98.0	-12.6	-3.0	.
C#CCNC(=O)C1=C[C@@H](C2CC2)[C@H](CCCO)[C@@H](OCC)O1
→ -1	95.0	-4.8	100.0	96.0	94.0	94.0	96.0	-7.5	1.0	-15.2
Cc1ccc(Cl)c(OCCCCN(C)Cc2ccccc2)c1
→ 8	?	16.0	?	?	?	?	?	52.5*	-4.0	0.0
O=C(CCCC(=O)NCC1CCCO1)NCC1CCCO1 (centres undefined)
→ 12	95.0	1.2	98.0	98.0	93.0	96.0	95.0	-3.6	0.0	.
COC(=O)c1cc(OC)c(OC)cc1NC(=O)CSc1nnc(-c2cccnc2)n1C
→ 34	105.0	-0.8	102.0	100.0	109.0	101.0	97.0	6.7	-1.0	.
COCCNC(=S)N/N=C/c1c(C)[nH]c2ccccc12
→ 12	101.0	1.8	103.0	104.0	105.0	105.0	104.0	-75.5	-1.0	.
O=[N+]([O-])c1ccc(-n2nnnc2-c2ccccc2)c([N+](=O)[O-])c1
→ 12	84.0	9.4	95.0	94.0	95.0	93.0	87.0	4.1	-4.0	.
CCCCc1cc(=O)oc2cc(OCC(=O)N(CC)CC)ccc12
→ 17	102.0	3.5	102.0	104.0	99.0	101.0	95.0	-1.9	-2.0	-21.2
CC(=O)c1sc(-c2ccccc2)nc1C
→ 5	92.0	9.3	90.0	95.0	94.0	97.0	91.0	-4.3	0.0	-23.9
O=C(CCNC(=O)c1ccccc1)OCC(=O)c1cccc(Cl)c1
→ .	92.0	1.1	99.0	95.0	89.0	97.0	92.0	-19.1	-1.0	-3.3
COc1ccc(CNC(=O)c2sc3nc4c(c(C(F)(F)F)c3c2N)CCC4)cc1OC
→ 15	101.0	27.6	98.0	97.0	103.0	98.0	100.0	-26.0	0.0	-2.3
CCOC(=O)C(=O)Nc1ccccc1C(=O)OC
→ 12	97.0	-6.6	94.0	97.0	95.0	93.0	94.0	-28.2	2.0	-28.2
COc1ccc(CN(CC(=O)NC2CCCC2)C(=O)c2onc(C(N)=O)c2N)cc1
→ 3	99.0	-19.0	98.0	99.0	101.0	99.0	97.0	-27.0	-1.0	-22.3
O=C(C1CCCC1)N1CCC(CO)(Cc2ccccc2Cl)CC1
→ 10	96.0	-2.0	100.0	98.0	100.0	98.0	96.0	-12.9	-3.0	7.2
COc1ccc(N2CCN(C(=O)C3CCC(Cn4c(=S)[nH]c5ccccc5c4=O)CC3)CC2)cc1 (centres undefined)
→ 14	100.0	1.9	98.0	99.0	99.0	99.0	98.0	-22.9	-1.0	.

Screening data (PubChem BioAssay)
